# RORgamma inh – blocks mouse ROR gamma transcriptional activity; Drosophila S2 Gal4-RORgamma UAS-luciferase reporter, 20 h; AID 2551; Potency, µM (series often up to 53.6 µM), for the others: at the highest dose activity change, negative = inhibition, most hits filed as inhibitors; actives 5.4% (n = 310,000); note: potency is the fitted concentration of half-maximal effect; % is set by controls: 0 for no effect and ±100 for the full control effect; nearly all actives have a fitted effect of over 60% in size
#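 A Gal4/UAS one-hybrid system in insect cells: metallothionein-promoter Gal4–ROR gamma fusion plus Photinus luciferase reporter. Copper sulfate 700 uM final, 20 hr ambient incubation, luminescent detection after 10 min with reagent.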
# NPC1 promoter act – NPC1 promoter activation | actives 2.4% (n = 320,000) | Potency, µM (top dose mostly 9.22 µM), for the others: at the top dose activation, usual class: activators | Huh7 NPC1 promoter luciferase reporter, 24 h;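 note: potency is the fitted concentration of half-maximal effect; % of control where 0% means no effect; nearly all actives have a fitted effect of over 60% in size; reporter is driven by a mutant NPC1 promoter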
#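 Luminescence from an NPC1 promoter-driven luciferase reporter in stably transfected Huh7 cells was measured after 24 h compound treatment at 37 °C, followed by 10 min ambient incubation with luciferase detection reagent.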
# Coupling enz – inhibits coupling enzyme system, counter-screen for aldolase hits; AID 2472; actives 0.67% (n = 290,000); coupling enzyme system counterscreen, AmpLite Red fluorescence; activity change, negative = inhibition, % at 58.2 µM, hits read low; in the data active = activity change below about -30%; note: % is set by controls: 0 for no effect and ±100 for the full control effect
#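 Activity here indicates interference with the coupling reaction, not aldolase inhibition. Compounds at 57.5 uM final met coupling enzymes for 10 min at RT; substrate and AmpLite Red detection followed, with a 525/598 nm fluorescence read after 20 min.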
# Tb PFK block – inhibitors of T. brucei phosphofructokinase. actives 0.17% (n = 330,000). Potency, µM (highest dose often 57.5 µM), for the others: at the top dose activity, negative = inhibition, usual class: inhibitors. AID 485367. T. brucei PFK, ADP-Glo luminescence;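 note: potency is the fitted concentration of half-maximal effect; 0% = uninhibited 1x PFK enzyme wells and -100% = no-enzyme wells; nearly all actives have a fitted effect of over 60% in size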
# Target sequence (O15648 whole entry, looked up): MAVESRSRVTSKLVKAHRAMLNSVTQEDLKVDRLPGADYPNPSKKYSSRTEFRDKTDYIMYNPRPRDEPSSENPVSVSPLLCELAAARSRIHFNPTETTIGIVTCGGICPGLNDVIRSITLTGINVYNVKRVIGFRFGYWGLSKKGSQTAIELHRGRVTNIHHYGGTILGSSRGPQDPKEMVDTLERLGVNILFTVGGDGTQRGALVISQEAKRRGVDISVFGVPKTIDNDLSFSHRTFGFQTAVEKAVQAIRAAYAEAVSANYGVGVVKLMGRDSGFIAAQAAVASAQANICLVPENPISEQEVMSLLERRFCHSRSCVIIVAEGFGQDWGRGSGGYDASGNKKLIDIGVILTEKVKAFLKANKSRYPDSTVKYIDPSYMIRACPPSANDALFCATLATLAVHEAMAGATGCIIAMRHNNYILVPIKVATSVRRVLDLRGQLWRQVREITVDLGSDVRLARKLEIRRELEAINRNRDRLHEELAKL
#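 ADP-Glo luminescence quantified ADP after 45 min at room temperature, with 1.25 nM T. brucei PFK, 0.1 mM ATP and 0.5 mM fructose-6-phosphate in pH 8.0 TEA buffer. qHTS titrations up to 57 µM; curves classified by quality.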
# KCNH2 3.1 inh – blocks the human KCNH2 3.1 channel isoform; U2OS KCNH2 3.1, thallium flux FluxOr; active compounds read low; activity change, % (tested at about 1.8 µM); actives 0.95% (n = 340,000);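 active = maximum activity change below -70%; inconclusive = maximum activity change from -70% to -50%; inactive = maximum activity change above -50%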;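 note: thallium influx rate constant from kinetic fluorescence after stimulation buffer; % is set by controls: 0 for no effect and ±100 for the full control effect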
#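 Steps: virus added to U2OS suspension (4 h, RT, dark); medium with 10% FBS added, cells plated, 37 C overnight; FluxOr/Red40 loading buffer 45 min RT; stimulation buffer, 2 min kinetic read; rate constant normalized.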
# ELG1 genotoxic – induces genotoxicity in HEK293T cells with luciferase-tagged ELG1; HEK293T ELG1-luciferase reporter, luminescence, 16 h; Potency, µM (doses to about 46 µM), for inactives: at the highest dose activity change, positive = activation, hits mostly activators; actives 1.3% (n = 330,000); note: potency is the fitted concentration of half-maximal effect; % of control where 0% means no effect; nearly all actives have a fitted effect of over 60% in size
#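 ELG1-luciferase HEK293T cells, 2,000/well; compound pinned in; 16 hr, 37 °C, 5% CO2; ONE-Glo, 30 min RT; luminescence on CCD imager.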
# FLuc counter – counter-screen for miR-21 project: firefly luciferase inhibitors or activators; purified FLuc, Km substrates, luminescence inhibition; Potency, µM (doses to about 57.5 µM), for inactives: top-dose activity change, negative = inhibition, hits mostly inhibitors; actives 6.9% (n = 360,000); AID 588342;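 note: potency is the fitted concentration of half-maximal effect; plate controls were vehicle for no effect and reference inhibitor for full effect; nearly all actives have a fitted effect of over 55% in size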
# Target sequence (P08659 whole entry, looked up): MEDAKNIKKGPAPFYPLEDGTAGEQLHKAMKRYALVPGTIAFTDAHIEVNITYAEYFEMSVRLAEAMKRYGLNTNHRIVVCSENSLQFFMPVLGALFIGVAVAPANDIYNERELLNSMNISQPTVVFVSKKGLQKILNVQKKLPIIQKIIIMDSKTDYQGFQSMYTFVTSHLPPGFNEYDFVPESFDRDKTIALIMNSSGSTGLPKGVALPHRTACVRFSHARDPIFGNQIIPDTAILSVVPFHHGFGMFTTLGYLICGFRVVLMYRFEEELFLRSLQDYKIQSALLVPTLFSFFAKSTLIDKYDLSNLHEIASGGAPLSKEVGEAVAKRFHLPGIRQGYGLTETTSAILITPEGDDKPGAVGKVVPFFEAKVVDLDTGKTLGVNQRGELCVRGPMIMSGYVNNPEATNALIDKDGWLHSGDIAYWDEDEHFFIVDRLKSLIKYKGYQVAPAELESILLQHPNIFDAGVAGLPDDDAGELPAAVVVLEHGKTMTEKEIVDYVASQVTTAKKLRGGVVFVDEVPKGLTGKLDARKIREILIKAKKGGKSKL
#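 Purified P. pyralis luciferase (10nM final) with 10uM D-luciferin and 10uM ATP (Km levels) in 50mM Tris acetate pH 7.5, 10mM Mg acetate, 0.01% Tween-20, 0.05% BSA; qHTS 6-point titration, ~60 µM downward; luminescence read.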
# Gal4-VP16 FLuc – inhibits Gal4-VP16 luciferase reporter, ROR gamma counter-screen; actives 3.5% (n = 310,000); AID 2546; Potency, µM (titrated, usually from 53.6 µM), without a hit: at the highest dose activity, negative = inhibition, actives largely listed as inhibitors; Drosophila S2 Gal4-VP16 UAS-luciferase, luminescence, 20 h;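 note: Gal4-VP16 expression switched on by copper sulfate through the metallothionein promoter; potency is the fitted concentration of half-maximal effect; % is set by controls: 0 for no effect and ±100 for the full control effect; nearly all actives have a fitted effect of over 50% in size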
# Giardia killer – Giardia lamblia killing. Giardia lamblia trophozoite viability. activity change, % at 7.66 µM, hits read low. actives 0.15% (n = 340,000); in the data active = activity change below about -80%; inconclusive = between about -30% and that limit;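 note: parasites exposed to compound for two days anaerobically before the ATP read; % is set by controls: 0 for no effect and ±100 for the full control effect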
#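 Trophozoites 100 cells/well + cpd; 48 hrs, 37 deg C, anaerobic. ATPLite 1-Step added, 15-30 min RT, luminescence read (ATP-based viability).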
# uPA generation – cell surface uPA generation inhibition; cell surface uPA generation assay, qHTS; Potency, µM (doses to about 38.3 µM), without a hit: at the highest dose activity change, negative = inhibition, usual class: inhibitors; actives 0.31% (n = 330,000); AID 540303; active = well fitted inhibition curve with a large enough effect; inconclusive = small, poorly fitted or top-dose-only effect; inactive = no such curve, though single readings can be large or run the other way; tested in mouse RAW 264.7 cells; note: potency is the fitted concentration of half-maximal effect; % is set by controls: 0 for no effect and ±100 for the full control effect; nearly all actives have a fitted effect of over 55% in size
# Rab9 promoter act – activates the Rab9 promoter; Huh7 Rab9 promoter-luciferase reporter, luminescence, 24 h; Potency, µM (series often up to 9.22 µM), for inactives: at the top dose activation, negative = inhibition, actives largely listed as activators; actives 2.8% (n = 320,000); AID 485297; note: potency is the fitted concentration of half-maximal effect; % of control where 0% means no effect; nearly all actives have a fitted effect of over 60% in size
#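 Stable Rab9-luc Huh7, 1500 cells/well, 2 h settle; cmpd in DMSO, 24 h, 37 °C/5% CO2; luciferase reagent 10 min RT; luminescence.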
# Active calls of the source: *; ? = inconclusive; . = not tested or not shown; & = joins results of further samples; [ ] = another dose, or the depositor's remark. Unless noted, calls come from the whole dose curve; as a rule, active = well fitted curve in the direction sought with a large enough effect; inconclusive = small, poorly fitted or top-dose-only effect, or another doubt; inactive = no such curve, though single readings can be large; an effect the other way counts as inactive or inconclusive.
SMILES,RORgamma inh,NPC1 promoter act,Coupling enz,Tb PFK block,KCNH2 3.1 inh,ELG1 genotoxic,FLuc counter,Gal4-VP16 FLuc,Giardia killer,uPA generation,Rab9 promoter act
CCOC(=O)C1CCCN(C(=O)C2CCN(S(=O)(=O)c3cccs3)CC2)C1 (stereo not given),-2.0%,-0.6%,4.6,-1.9%,4.0,-0.6%,-0.9%,0.4%,10.4,.,1.3%
COCCNC(=O)CCn1nc(-c2ccc(Cl)cc2)c2ccccc2c1=O,34.0%,-1.6%,0.2,0.2%,1.0,-1.6%,-1.5%&-0.9%,-10.6%,2.0,1.9%,-2.1%[1.84 µM]
COc1ccc2nc3oc(C(=O)N4CCN(c5ccccc5F)CC4)cc3cc2c1,0.2%,1.3%,0.5,2.9%,-7.6,-5.7%,2.5%,2.1%,15.4,2.1%,0.7%
CCOC(=O)Cc1csc(SCC(=O)N2CCN(c3ccccc3)CC2)n1,.,.,.,2.0%,1.9,-1.9%,.,.,5.7,2.4%,.
O=C(NC1CCCN(c2ccc(C(F)(F)F)cn2)C1)c1cc(Cl)ccc1F (stereo not given),4.6%,-0.8%,.,0.0%,-6.9,-13.7%,3.5%,-1.3%,-1.8,6.9%,-4.3%
CCOC(=O)c1c(NC(=O)CCS(=O)(=O)c2ccccc2)sc2c1CCN(C)C2,20.4%,-0.1%,.,-3.3%,-2.2,-4.2%,-1.0%,-4.0%,12.1,?,3.1%
C=CCOc1c(Br)cc(CNc2ccc(NC(=O)C(C)C)c(OC)c2)cc1OCC,-4.0%,-2.6%,-49.7*,-9.6%,-8.0,-1.3%,-4.6%,?,-1.3,-6.3%,-0.2%
CN(C)c1nc(-c2cccs2)cc(C(F)(F)F)c1C#N,23.3%,-3.6%,0.3,10.1%,2.8,-0.2%,-1.6%,4.8%,-1.4,-1.8%,-0.4%
CCOC(=O)c1c(NC(=S)N2CCN(C)CC2)sc(C)c1-c1ccccc1,-18.7%,-1.7%,-3.2,-0.9%,12.3,1.0%,-0.2%,?,-3.9,-3.1%,-4.0%
O=c1c(Oc2ccccc2Br)c(C(F)(F)F)oc2c(CN3CCCC3)c(O)ccc12,29.8%,0.6%,6.6,8.4%,5.1,0.7%,-3.1%,0.6%,0.8,5.8%,-1.3%
COc1ccccc1NS(=O)(=O)c1ccc(NC(=O)CCNC(=O)c2ccco2)cc1,1.6%,-5.5%,-0.4,-0.4%,1.6,-5.7%,0.5%,0.3%,-5.8,3.6%,-4.3%
COc1cc(C(=O)NC(=S)N2CCN(C)CC2)cc(OC)c1OC,.,.,.,6.4%,9.1,2.4%,.,.,-10.8,0.3%,.
COc1cc(/C=C2\NC(=S)NC2=O)ccc1OCc1cccc(C(=O)O)c1,33.7%,18.7%,10.5,5.9%,0.4,20.6µM*,0.379µM*,2.6%,33.6[activator],8.9%,17.4%
c1ccc2c(COn3nnc4ccccc43)cccc2c1,?,?,-18.1,5.6%,10.6,8.91µM*,10.7µM*,?,6.2,-7.5%,2.51µM*
COc1ccc(/C=C(/NC(=O)c2ccccc2)c2nc3ccccc3[nH]2)cc1OC,21.5%,5.0%,-2.1,-1.6%[0.46 µM],-4.0,-4.4%,-17.9%,-12.3%,-5.0,3.1%,-8.5%
O=C(CSc1nnc(COc2ccccc2F)n1-c1ccccc1)NCc1ccco1,1.0%,-0.1%,-7.1,-3.0%,0.8,2.0%,-2.6%,-2.1%,-1.1,-8.7%,-5.8%
O=C(c1cc(N2C(=O)C3C4CCC(C4)C3C2=O)ccc1Cl)N1CCN(c2ccccc2)CC1 (stereo not given),26.6%,-3.6%,8.3,6.8%,-3.0,-7.3%,2.5%,15.5%,-4.1,-1.9%,-8.3%
O=C(NCCN1CCN(C(=O)C(c2ccccc2)c2ccccc2)CC1)C(=O)Nc1ccccc1,37.7%,-0.4%,-0.9,6.6%,-38.4,1.4%,2.9%,2.6%,-6.5,4.8%,10.7%
CCc1[nH]nc2c1C(C1C=CCCC1)C(C#N)=C(N)O2 (stereo not given),10.1%,-8.7%,-0.5,-0.3%,-11.8,-5.7%,-0.4%,11.2%,22.3,?,-3.9%
Cn1c(SCC(=O)Nc2ccc3cn[nH]c3c2)nnc1-c1cnccn1,-1.6%,1.6%,-16.9,0.4%,-15.1,-2.4%,1.1%,-0.8%,7.1,1.0%,10.4%
COc1ccc(-c2cc(CCCC(=O)NCCc3ccccc3)no2)cc1,-0.4%,?,-1.2,-0.9%,23.2,5.9%,7.57µM*,-3.6%,3.3,1.3%,?
Cc1ccccc1NC(=O)CCSc1nnnn1-c1ccccc1,-6.6%,2.5%,-1.8,-0.9%,-8.8,1.3%,-6.0%,-15.2%,-21.6,.,8.0%
CCCCNC(=O)c1onc(CSc2ccc(Cl)cc2)c1C(=O)O,17.5%,-1.0%,11.0,5.9%,-24.2,-0.9%,?,-10.9%,10.1,2.6%,-1.6%
Cc1c(O)ccc(C(=O)COc2ccc(F)cc2)c1O,-16.4%,?,2.1,0.0%,-8.1,2.0%,12µM*,-20.9%,-12.2,0.1%,5.01µM*
CC(=O)Nc1nc2cccc([N+](=O)[O-])c2s1,14.3%,1.7%,-3.7,4.0%,30.2,1.6%,-13.7%,29.7%,-8.2,-1.7%,18.4%
COc1cc(CNCCc2c[nH]c3ccccc23)cc(Cl)c1OCC(N)=O,18.3%,0.0%,3.1,7.5%,15.5,-1.7%,7.7%,10.6%,-9.1,-6.5%,-3.3%
O=C(c1ccc2c3c(cccc13)CC2)C1CCCN(Cc2ccncc2)C1 (stereo not given),-23.4%,-18.3%,-1.6,2.5%,-7.8,-4.1%,1.7%,?,1.3,?,-29.1%
CCCc1nnc(NC(=O)CC(=O)OCC)s1,40.6%,0.4%,3.1,0.6%,9.1,-2.1%,-0.4%,-1.7%,-3.9,0.3%,-5.9%
S=c1[nH]nc(Cc2ccccc2)n1-c1ccc(Cl)cc1,2.24µM*,1.4%,4.1,-0.3%,38.3,2.6%,-0.5%,?,2.8,0.4%,-6.6%
CCOC(=O)C1(Cc2ccccc2Cl)CCN(C(=O)CN2CCOC2=O)CC1,5.0%,?,0.4,3.5%,0.8,?,10.7µM*,-15.3%,24.8,4.6%,3.55µM*
COC(OC)c1nc(SCC(=O)Nc2cccc(Cl)c2)ncc1C(=O)O,-1.7%,-1.0%,20.2,-2.2%,-3.2,-0.1%,-3.9%,-22.4%,-14.1,1.7%,-1.8%
CCOC(=O)C1=C(C)Nc2ncnn2C1c1ccccc1F (stereo not given),33.6%,-2.7%,-3.8,-4.7%,9.2,-6.8%,6.5%,2.1%,3.2,8.1%,-0.3%
CCOC(=O)c1ccc(NC(=O)C2CC(=O)Nc3nc4ccccc4n32)cc1 (stereo not given),0.9%,-3.9%,-0.6,-7.5%,8.0,-1.2%,0.0%,2.4%,-13.3,5.9%,1.5%

# Part of the list above, bar-delimited.
structure | RORgamma inh | NPC1 promoter act | Coupling enz | Tb PFK block | KCNH2 3.1 inh | ELG1 genotoxic | FLuc counter | Gal4-VP16 FLuc | Giardia killer | uPA generation | Rab9 promoter act
CCOC(=O)C1CCCN(C(=O)C2CCN(S(=O)(=O)c3cccs3)CC2)C1 (stereo not given) | -2.0% | -0.6% | 4.6 | -1.9% | 4.0 | -0.6% | -0.9% | 0.4% | 10.4 | . | 1.3%
COCCNC(=O)CCn1nc(-c2ccc(Cl)cc2)c2ccccc2c1=O | 34.0% | -1.6% | 0.2 | 0.2% | 1.0 | -1.6% | -1.5%&-0.9% | -10.6% | 2.0 | 1.9% | -2.1%[1.84 µM]
COc1ccc2nc3oc(C(=O)N4CCN(c5ccccc5F)CC4)cc3cc2c1 | 0.2% | 1.3% | 0.5 | 2.9% | -7.6 | -5.7% | 2.5% | 2.1% | 15.4 | 2.1% | 0.7%
CCOC(=O)Cc1csc(SCC(=O)N2CCN(c3ccccc3)CC2)n1 | . | . | . | 2.0% | 1.9 | -1.9% | . | . | 5.7 | 2.4% | .
O=C(NC1CCCN(c2ccc(C(F)(F)F)cn2)C1)c1cc(Cl)ccc1F (stereo not given) | 4.6% | -0.8% | . | 0.0% | -6.9 | -13.7% | 3.5% | -1.3% | -1.8 | 6.9% | -4.3%
CCOC(=O)c1c(NC(=O)CCS(=O)(=O)c2ccccc2)sc2c1CCN(C)C2 | 20.4% | -0.1% | . | -3.3% | -2.2 | -4.2% | -1.0% | -4.0% | 12.1 | ? | 3.1%
